Bioassay records: PubChem, several laboratories
Diaphorase inh: diaphorase inhibition or chemical oxidation counter-screen; diaphorase resazurin-to-resorufin fluorescence, NADH, 16 min; bacterial (C. kluyveri) enzyme, not human; inhibition, % at 20 µM; 190,000 compounds, 0.69% hits; AID 1217;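 active = primary screen inhibition at 20 µM above a set limit, cut at about 50% in these data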;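 also: plate controls were DMSO with full reaction for no effect and wells lacking NADH for full effect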
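material = Clostridium kluyveri diaphorase enzyme | amount = 0.14 U/mL diaphorase, enzyme working solution | schedule = incubation 16 min, room temperature | detection = fluorescence of resorufin formed from resazurin, Ex 544/Em 590 nm | benchmarks = positive control minus NADH, DMSO neutral control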
Diaphorase act: counter-screen for diaphorase-based assays: diaphorase activators and chemical reducers; Diaphorase/resazurin coupled assay, resorufin fluorescence, 16 min; stronger effect = higher value; 1 = vehicle wells, 0 = NADH-free wells; activation factor at 20 µM; 190,000 compounds, 0.005% hits; AID 1229;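 active = diaphorase activity raised at least twofold by the compound at 20 µM; inactive = activation factor below 2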
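test system = bacterial diaphorase enzyme (C. kluyveri) | quantity = enzyme 0.07 U/mL final | reagent = NADH substrate 0.114 mM plus resazurin dye 0.1 mM, final | incubation = 16 min enzyme reaction, ambient temperature | buffer or medium = HEPES pH 7.4 buffer with MgCl2 and Tween 20 | signal = fluorescence of resorufin, 544 nm excitation, 590 nm emission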
TLR4 MyD88 comp: TLR4-MyD88 interaction inhibition in cells | O00206+Q99836 | HeLa CL3-4 TLR4/MyD88 BLA complementation, FRET ratio | inhibition, % at 8.4 µM | 200,000 compounds, 0.18% hits; in the data active = inhibition above about 25%;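 also: 0% = vehicle and 100% = reference inhibitor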
Hsp70 act: transcriptional activators of Hsp70; HeLa Hsp70 promoter luciferase reporter, luminescence; scaled: vehicle 0, proteasome-inhibitor control 100%; activation, % at 10 µM; 200,000 compounds, 0.04% hits;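 active = activation above the mean across all tested compounds plus 3 SD, cutoff set per campaign, cut at about 5.5% in these data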;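 also: 100% = MG132 at 30 µM as the positive control and 0% = DMSO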
S1P3 antag: blocks the human S1P3 receptor. CHO S1P3 NFAT-BLA reporter, FRET fluorescence, antagonist mode. inhibition, % at 4.98 µM. 170,000 compounds, 0.27% hits;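 active = inhibition above the plate cutoff, the mean inhibition of test wells on that plate plus 3 SD, cut at about 28% in these data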;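 also: cells challenged with S1P at its EC80 of 0.8 µM; blue over green emission ratio from cleaved BLA substrate after 4 h stimulation; 0% = S1P-stimulated wells and 100% = unstimulated DMSO-only wells; some compounds past the cut are filed as inactive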
Target sequence (Q99500 whole entry, looked up): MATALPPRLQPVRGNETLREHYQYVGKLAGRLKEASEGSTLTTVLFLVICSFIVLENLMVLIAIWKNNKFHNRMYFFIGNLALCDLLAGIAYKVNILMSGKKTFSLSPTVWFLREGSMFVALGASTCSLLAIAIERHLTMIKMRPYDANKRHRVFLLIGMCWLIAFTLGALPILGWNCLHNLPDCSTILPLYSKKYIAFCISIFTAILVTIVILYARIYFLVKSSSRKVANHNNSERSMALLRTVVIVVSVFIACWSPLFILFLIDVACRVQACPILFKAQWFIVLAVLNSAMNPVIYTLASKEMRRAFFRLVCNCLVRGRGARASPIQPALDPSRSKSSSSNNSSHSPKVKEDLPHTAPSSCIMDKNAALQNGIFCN
DTT redox prof: compounds producing H2O2 with reducing agent – biochemical, NIH compound library profiling, artefact control for MLSCN library redox annotation, primary screen; DTT-dependent redox cycling H2O2, phenol red/HRP absorbance; 100% = 100 µM peroxide control, 0% = buffer; activation, % at 10 µM; 200,000 compounds, 0.03% hits; AID 878;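 active = activation of at least 50% relative to the plate's high and low controls in the primary single-dose screen; inactive = activation below 50%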;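 also: compound incubated with DTT at 0.8 mM final as the reducing agent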
G6PDH CS: counter-screen for G6PDH assay hits: L. mesenteroides G6PDH inhibition. AID 1020. Purified L. mesenteroides G6PDH, diaphorase/resazurin coupled fluorescence, 45 min. 200,000 compounds, 0.12% hits. inhibition, % at 5 µM
PMI act satM6P: PMI (human) activation, high substrate; P34949; coupled PMI enzyme assay, resazurin fluorescence, 20 min; stronger effect = higher value; 1 = untreated enzyme, 0 = substrate-free blank; activation factor at 20 µM; 190,000 compounds, 0.34% hits; AID 1216;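 active = activation factor of 2 or more at 20 µM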
Target sequence (P34949 whole entry, looked up): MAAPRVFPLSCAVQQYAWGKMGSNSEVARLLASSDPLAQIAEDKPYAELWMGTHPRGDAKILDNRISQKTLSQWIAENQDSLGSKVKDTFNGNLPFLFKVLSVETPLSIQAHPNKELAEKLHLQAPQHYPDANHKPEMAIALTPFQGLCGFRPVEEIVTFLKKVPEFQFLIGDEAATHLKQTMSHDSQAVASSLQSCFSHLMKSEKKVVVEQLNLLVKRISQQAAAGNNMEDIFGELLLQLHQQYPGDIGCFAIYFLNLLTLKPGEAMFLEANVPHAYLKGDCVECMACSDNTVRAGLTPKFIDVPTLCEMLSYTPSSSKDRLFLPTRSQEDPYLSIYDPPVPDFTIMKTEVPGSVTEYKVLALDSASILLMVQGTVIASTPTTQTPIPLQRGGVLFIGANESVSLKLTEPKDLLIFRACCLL
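Test system: human phosphomannose isomerase with PGI, G6PDH, diaphorase coupling enzymes; amount: 15 ng/mL PMI; incubation: enzyme reaction with compound 20 min at room temperature; technique: resorufin fluorescence (Ex 544/Em 590 nm) from resazurin via diaphorase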
PMI activator: increases human mannose-6-phosphate isomerase activity | P34949 | purified human PMI, coupled resazurin fluorescence, 20 min; stronger effect = higher value; 1 = vehicle control, 0 substrate-free wells | activation factor at 20 µM | 190,000 compounds, 0.005% hits;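 active = activation factor of 2 or more at 20 µM, relative to plate controls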
RAM inhibit: inhibitors of the yeast RAM network; S. cerevisiae dse1pr::URA3 reporter, 5-FOA growth OD615, 2 d; analog-sensitive cbk1-as2 kinase mutant strain; inhibition, % at 50 µM; 190,000 compounds, 1.8% hits; AID 868;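 active = inhibition above a set limit, 3 SD over mean compound inhibition, cut at about 8.4% in these data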;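 also: 0% = DMSO-only wells with no growth and 100% = 10 µM 1-NA-PP1 full growth; inhibition rescues growth on 5-FOA so higher OD means more RAM inhibition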
Lmaj promast: reduces viability of Leishmania major promastigotes; resazurin fluorescence viability; inhibition, % at 10 µM; 200,000 compounds, 9% hits; AID 1063;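 also: promastigotes grown with compound for 44 hours at 28 °C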
Numbers without * were called inactive; . = no result given. Rule as the data show it, unless noted: active = inhibition above about 50%; inactive = the rest. Rows are unselected (roughly 12% active in at least one column).

SMILES	Diaphorase inh	Diaphorase act	TLR4 MyD88 comp	Hsp70 act	S1P3 antag	DTT redox prof	G6PDH CS	PMI act satM6P	PMI activator	RAM inhibit	Lmaj promast
CCOC(=O)C(=N/O)/C(C)=N/NC(C)=O	-2	1	-6	-0.3	-3	-0.7	-4	1.1	1.1	-0.5	-1
COc1cc(-n2c(=O)c3ccccc3n(CC(=O)OCc3ccccc3)c2=O)cc(OC)c1OC	-1	1	-4	0.0	-16	1.0	3	1.1	1.1	3.5	-5
O=C(COC(=O)CCC(=O)c1ccc2c(c1)OCCO2)NCc1ccc2c(c1)OCO2	17	0.8	7	-0.1	10	0.5	15	1	1	1.1	-8
CCN(CC)CCOCCOc1ccccc1F	6	0.9	3	-0.2	.	0.9	-4	1.1	1.1	3.3	-4
Nc1nnnn1NCc1cccc(OCc2ccccc2)c1	-5	1	-4	0.0	20	-2.4	0	1	1	-0.7	1
C=CCn1c(SCC(=O)NCc2ccco2)nc2ccccc2c1=O	12	0.9	1	-0.2	2	2.2	-1	1	1	4.1	1
N#C/C(C(N)=O)=c1/ccc2c(c1)N1C3=C(CCCC3)CC3CCCCC31N=2 (stereo unspecified)	91*	0.1	-1	0.2	-2	4.1	11	0.7	0.7	8.4	74*
O=C(Nc1nnc(SCc2cccc(F)c2)s1)c1ccco1	-1	1	4	0.0	-12	-0.3	4	1	1.1	4.8	-11
CC(C)(C)c1cc(C(=O)O)n[nH]1	-14	1.1	-3	-0.3	.	2.9	7	1.2	1.1	0.0	-3
COC(=O)c1c[nH]n2c(=O)c(C(C)C)c(C)nc12	0	1	-22	-0.3	-16	-0.8	-2	1.1	1.1	0.8	4
CCCc1cc(=O)[nH]c(SCc2cc(=O)oc3cc(C)c(C(C)C)cc23)n1	29	0.7	2	-0.1	-2	-0.2	-6	0.9	0.9	1.3	10
Cc1ccc2[nH]c(=O)c(CN(CCCN(C)C)C(=O)Nc3ccc(F)cc3)cc2c1	2	1	9	0.0	-22	-1.2	-4	1	1	2.2	18
O=C(CN1C(=O)c2ccccc2C1=O)N1CCN(c2ccccn2)CC1	5	0.9	4	-0.2	-2	-0.5	0	1	0.9	0.5	-7
N#CC(c1ccc(=O)[nH]n1)c1ccc(Cl)cc1Cl (stereo unspecified)	6	0.9	1	-0.1	3	-0.3	4	1	1	2.3	-2
Cc1c(NC(=S)N/N=C/c2ccc(N(C)C)cc2)c(=O)n(-c2ccccc2)n1C	17	0.8	-9	-0.1	2	0.1	-8	0.9	1	1.4	-4
CCCCOc1ccc(C)cc1CN(CCO)CCO	2	1	5	-0.3	.	1.2	17	1.1	1	0.1	-2
CNS(=O)(=O)c1cc(OCC(N)=O)c(C)cc1Cl	-7	1.1	-3	-0.4	-20	-0.1	-4	1	1	0.1	1
C=CCn1c(SCC(=O)Nc2ccccc2CC)nnc1-c1ccncc1	13	0.9	5	-0.1	-12	1.9	6	1	1.1	1.2	-3
CC(C)Cn1c(=S)[nH]c2ccccc2c1=O	15	0.8	-11	-0.3	6	-1.4	1	0.9	0.8	1.0	3
CCOCCCNC(=O)C(NC(=O)c1ccc2c(c1)OCO2)c1ccc(Cl)cc1 (stereo unspecified)	4	1	3	0.7	-6	0.0	8	1.1	1.1	4.7	-1
COc1cccc(N2CCN(C(=O)C3CCN(S(=O)(=O)c4cccs4)CC3)CC2)c1	22	0.8	-6	-0.3	-16	-0.5	1	0.7	0.8	7.5	31
COC(=O)C1CCN(C(=O)COC(=O)c2n[nH]c3ccccc23)CC1	.	.	-4	-0.3	-14	0.5	.	.	.	-0.5	2
CC/C(=N/N=C(\CC)c1ccccc1)c1ccccc1	14	0.9	-12	-0.4	-15	-0.1	6	1	1	-0.3	-2
CN(C)c1nc(N)nc(CSc2nc3c(c(=O)n(C)c(=O)n3C)n2Cc2ccccc2F)n1	16	0.8	-9	-0.3	8	-0.4	6	1	0.9	1.0	4
CCN(CC)CCN(Cc1cc2cc(C)ccc2[nH]c1=O)C(=O)Nc1ccccc1OC	3	1	-1	0.0	-22	3.2	-23	1	0.9	-0.9	30
SMILES	Diaphorase inh	Diaphorase act	TLR4 MyD88 comp	Hsp70 act	S1P3 antag	DTT redox prof	G6PDH CS	PMI act satM6P	PMI activator	RAM inhibit	Lmaj promast
Cc1cc(/C=C(\C#N)C(=O)OCC#N)c(C)n1CC(C)C	7	0.9	15	-0.1	-8	-0.3	-4	0.9	1	4.3	14
Cc1cc(=O)oc2cc(OCC(O)CN3CCc4ccccc4C3)ccc12 (stereo unspecified)	19	0.8	10	-0.2	2	1.8	6	1.1	1.2	-0.4	33
O=C(COc1cccc2cccnc12)NNC(=O)Nc1ccccc1	12	0.9	-3	0.0	0	0.2	5	1	0.9	0.2	5
Cc1ccc(C(=O)NCC(=O)OCC(=O)Nc2cc(C)c(C)cc2[N+](=O)[O-])cc1	12	0.9	1	-0.2	-15	0.4	-9	0.9	1	1.9	41
CN(C)CCCNCCCNC(=O)c1ccco1	-1	1	-8	0.1	-1	0.6	-6	1	1	2.2	-4
Cn1c(=O)[nH]c(=O)c2c1nc(CN1CCN(c3cccc(Cl)c3)CC1)n2Cc1ccccc1Cl	26	0.7	2	-0.2	-10	-0.2	-28	0.8	0.8	1.0	11
CCOC(=O)C1CCN(Cc2ccc(F)c(Br)c2)CC1	19	0.8	-1	-0.2	-17	-0.4	11	1.1	1.1	0.9	77*
O=C(c1ccc(-n2cnnn2)cc1)N1CCN(C(c2ccccc2)c2ccccc2)CC1	27	0.7	-6	0.5	5	-0.3	-3	0.9	0.9	0.9	29
O=C(C1=C[C@H](C2CCCCC2)C[C@H](OCCCCO)O1)N1CCOCC1	-7	1.1	-5	-0.1	-21	0.0	7	1	1	0.8	-8
CC(=O)Nc1nc(SCC(=O)NCC2CCCO2)[nH]c(=O)c1NC(=O)c1cccs1 (stereo unspecified)	4	1	13	-0.1	12	-0.1	11	1	1.2	1.5	-6
CCOC(=O)c1cnc2ccc(F)cc2c1Nc1ccc2c(c1)OCCO2	12	0.9	-2	-0.3	-9	0.6	-6	0.9	0.9	0.4	85*
Cc1cc(C)n2nc(S(=O)(=O)N(C)c3ccccc3)nc2n1	12	0.9	8	-0.3	-7	-0.8	14	0.9	0.9	0.6	-5
COc1ccc(CNC(=O)c2cc(-c3ccccc3O)n[nH]2)cc1	-2	1	-7	0.1	5	0.2	4	1	1	2.2	0
COc1cc(/C=N/NC(=O)COc2cccc(F)c2)ccc1OS(=O)(=O)c1ccc(C)cc1	23	0.8	0	-0.4	-8	.	3	0.9	0.9	2.0	99*
CCCCCCCn1c2c(c(=N)c3c1CCC3)CCCC2	3	1	26*	-0.3	-15	-0.9	1	0.9	0.9	1.5	100*
COc1ccccc1N(CC(=O)NC1CCCCC1)C(=O)CCC(=O)Nc1ccccn1	13	0.9	-2	-0.1	-64	0.9	-2	1	0.9	1.3	-8
Cc1cccc(C(=O)NNC(=O)c2ccc(Br)cc2)c1	1	1	7	-0.3	-12	-0.3	3	1.1	1	2.2	-1
O=C(Cn1cncn1)NCCCc1ccccc1	6	0.9	-8	-0.1	-13	-0.1	4	1	1	0.4	-1
CCCn1nc(C(=O)Nc2cc(C(=O)OC)ccc2C)c2ccccc2c1=O	17	0.8	-5	-0.1	-11	-0.8	6	0.9	0.9	6.3	-3
Cc1noc(N)c1C(=O)Nc1ccc(F)cc1	8	0.9	-10	-0.3	5	-0.1	4	0.9	1	2.2	-14
COc1cc(CNc2ccc(N3CCCC3)cc2)cc(Cl)c1OC	55*	0.5	3	0.0	-22	-0.1	41	0.3	0.2	1.3	39
Cc1sc(NC(=O)Cc2ccc3c(c2)OCO3)nc1-c1ccc2c(c1)CCN2C(=O)c1ccccc1F	20	0.8	-3	-0.2	-5	0.3	-19	0.8	0.8	3.5	99*
O=C(c1ccc(Cl)s1)N1CCN(c2nc3ccccc3s2)CC1	24	0.8	-5	-0.3	5	0.0	9	0.9	0.9	0.9	-11
Cc1cc(N2CCCC2)nc(-c2ccccc2O)n1	-1	1	-4	-0.4	-30	2.4	5	1	1	-0.8	-4
CC(=O)c1ccc(N/C=C\C(=O)c2ccc(C)cc2)cc1	-5	1.1	-9	-0.3	-11	0.1	-6	1.1	1.1	2.6	-6

Pulled by structure from above, three records:
SMILES	Diaphorase inh	Diaphorase act	TLR4 MyD88 comp	Hsp70 act	S1P3 antag	DTT redox prof	G6PDH CS	PMI act satM6P	PMI activator	RAM inhibit	Lmaj promast
COc1ccc(CNC(=O)c2cc(-c3ccccc3O)n[nH]2)cc1	-2	1	-7	0.1	5	0.2	4	1	1	2.2	0
O=C(c1ccc(Cl)s1)N1CCN(c2nc3ccccc3s2)CC1	24	0.8	-5	-0.3	5	0.0	9	0.9	0.9	0.9	-11
O=C(C1=C[C@H](C2CCCCC2)C[C@H](OCCCCO)O1)N1CCOCC1	-7	1.1	-5	-0.1	-21	0.0	7	1	1	0.8	-8

The listing continues:
SMILES	Diaphorase inh	Diaphorase act	TLR4 MyD88 comp	Hsp70 act	S1P3 antag	DTT redox prof	G6PDH CS	PMI act satM6P	PMI activator	RAM inhibit	Lmaj promast
C/C(Cn1nc([N+](=O)[O-])cc1C)=N\NC(=O)c1ccc(O)cc1O	18	0.8	10	0.2	.	-3.9	4	1	1	0.9	3
O=C(COC(=O)c1cccc(Cl)c1Cl)NCCN1C(=O)CSC1=O	-1	1	15	-0.5	0	0.8	9	1.1	1	-0.4	47
O=C1Cc2ccccc2N1c1ccccc1	9	0.9	0	-0.2	-11	0.5	6	1	1	0.0	-7
Cc1ccc(C(=O)NC(NCC2CCCO2)C(Cl)(Cl)Cl)cc1 (stereo unspecified)	-1	1	0	-0.5	14	0.9	1	1	1	0.2	-2
Cc1nc2ccccc2c2oc(C(=O)NC3CC3)cc12	10	0.9	-10	-0.1	-5	0.5	2	0.9	1	0.3	16
Cc1ccc(NC(=O)c2ccc3nc[nH]c3c2)cc1C	6	0.9	3	1.4	14	0.5	-5	1	0.8	1.0	-3
CCOC(=O)c1oc2ccccc2c1NC(=O)CN1CCN(C)CC1	13	0.9	4	-0.3	-3	0.5	-2	0.9	1	-1.2	22
O=C(O)c1c(Cl)c(Cl)c(Cl)c(Cl)c1C(=O)N1CCCCCC1	2	1	3	-0.2	-4	-0.2	5	1	1	2.0	33
OCCC1CN(Cc2ccc3cc(Cl)ccc3n2)CCN1Cc1ccsc1 (stereo unspecified)	14	0.9	-1	0.2	10	0.1	12	1	0.9	1.9	18
